PRMT1 inh – PRMT1 (human) inhibition, primary screen | Q99873 | recombinant PRMT1, activity-based probe fluorescence polarization | inhibition, % at 2.79 µM | 1.3% of 370,000 active;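 active = inhibition above about 21% made by adding two undisclosed values, limit read from the data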
SIAE inh – blocks human sialic acid acetylesterase | SIAE FP-Rh probe binding, fluorescence polarization | inhibition, % at 9.66 µM | 0.69% of 370,000 active | AID 1053197;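 active = inhibition above a cutoff: mean of compounds within the control limits plus 3 SD of those, cut at about 17% in these data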;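 note: 0% = plate median of compound wells and 100% = probe without SIAE protein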
Target sequence (Q9HAT2 whole entry, looked up): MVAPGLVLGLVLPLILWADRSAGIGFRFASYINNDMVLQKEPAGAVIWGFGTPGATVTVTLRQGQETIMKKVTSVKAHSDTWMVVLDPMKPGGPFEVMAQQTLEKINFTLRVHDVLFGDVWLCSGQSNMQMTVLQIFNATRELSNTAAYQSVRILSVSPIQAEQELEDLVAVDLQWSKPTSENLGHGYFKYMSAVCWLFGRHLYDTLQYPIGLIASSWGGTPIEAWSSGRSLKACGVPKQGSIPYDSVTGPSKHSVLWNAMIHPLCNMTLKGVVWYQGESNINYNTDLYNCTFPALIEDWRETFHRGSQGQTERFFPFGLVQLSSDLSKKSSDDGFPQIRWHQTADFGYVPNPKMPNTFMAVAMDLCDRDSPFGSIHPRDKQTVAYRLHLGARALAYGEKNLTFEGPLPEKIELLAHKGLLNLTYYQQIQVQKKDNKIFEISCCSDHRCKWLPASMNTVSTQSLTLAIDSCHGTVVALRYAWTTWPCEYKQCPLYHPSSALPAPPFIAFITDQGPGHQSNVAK
TDP2 inh – blocks human TDP2 phosphodiesterase activity; inhibition, % at 12.8 µM; recombinant TDP2, T5PNP hydrolysis, p-nitrophenol absorbance 415 nm; O95551; AID 720702; 0.34% of 370,000 active;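 active = inhibition above the mean of all tested compounds plus 3 SD, set per campaign, cut at about 25% in these data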;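 note: 0% = DMSO with enzyme and 100% = buffer with substrate but no TDP2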
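Incubation: 2 h at 37 °C; Test system: recombinant human TDP2; Quantity: enzyme 120 nM; Read-out basis: percent inhibition; Medium: 50 mM Tris-HCl pH 7.5 with Mg2+, KCl, DTT, BSA; Repeats: single replicate; Compound: 12.8 µM single point, 1% DMSO; Signal: epi absorbance; Reagent: 5 mM T5PNP chromogenic substrate; Benchmarks: no-enzyme high, DMSO-plus-enzyme low.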
GC-B act – GC-B (human) receptor activation. P20594. HEK293-GC-B cells, CNP EC30, cGMP TR-FRET; 0% at EC30 CNP, 100% saturating CNP. activation, % at 10 µM. 0.11% of 370,000 active. AID 1920062;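 active = activation at 10 µM reaching about 35% in either raw or pattern-adjusted values, limit read from the data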
LEDGF integ inh – blocks HIV-1 LEDGF/p75-dependent DNA integration. 0.64% of 370,000 active. TR-FRET IN-LEDGF/p75 DNA integration, Eu/Cy5. inhibition, % at 3.7 µM;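 active = inhibition above the screen-wide mean plus 3 SD, cut at about 13% in these data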;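 note: signal is the Cy5 over europium emission ratio at 671 and 618 nm; 0% = plate median of compound wells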
HTRA1 inh – blocks human HTRA1 serine peptidase | AID 504803 | recombinant HTRA1, FP-rhodamine activity-based probe, fluorescence polarization | 0.5% of 340,000 active | inhibition, % at 5.96 µM; in the data active = inhibition above about 36%;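 note: 0% = enzyme with DMSO and 100% = wells lacking enzyme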
Target sequence (Q92743 whole entry, looked up): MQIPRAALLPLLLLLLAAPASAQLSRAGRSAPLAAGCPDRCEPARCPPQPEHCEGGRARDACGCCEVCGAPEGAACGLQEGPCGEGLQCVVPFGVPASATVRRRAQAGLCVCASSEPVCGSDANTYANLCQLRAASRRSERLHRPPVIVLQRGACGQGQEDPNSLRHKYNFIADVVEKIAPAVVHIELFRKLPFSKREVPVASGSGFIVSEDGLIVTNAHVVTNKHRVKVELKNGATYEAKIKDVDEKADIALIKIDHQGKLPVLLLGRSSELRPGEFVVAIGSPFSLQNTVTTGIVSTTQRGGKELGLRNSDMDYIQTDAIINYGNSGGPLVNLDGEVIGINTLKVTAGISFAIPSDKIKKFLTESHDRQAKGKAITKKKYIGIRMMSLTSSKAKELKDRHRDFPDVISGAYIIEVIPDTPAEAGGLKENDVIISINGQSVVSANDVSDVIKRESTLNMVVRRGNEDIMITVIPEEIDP
TCR CD3 inh – blocks the human TCR-CD3 interaction; TAMRA-labeled TCR probe fluorescence, biochemical; inhibition, % at 9.4 µM; 0.37% of 360,000 active; AID 651800; in the data active = inhibition above about 19%;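 note: recombinant mutant TCR 2C K166C tagged with TAMRA read by polarization; 0% = receptor in buffer alone and 100% = receptor with positive control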
MBD2 DNA inh – blocks human MBD2 binding to methylated DNA; TR-FRET, MBD2 binding to methylated oligonucleotide; 0.31% of 370,000 active; inhibition, % at 4.4 µM; in the data active = inhibition above about 13%
rCAG RNA binder – binds r(CAG) RNA repeats; r(CAG) RNA repeat, TO-PRO-1 dye displacement fluorescence; inhibition, % at 3 µM; 1.3% of 370,000 active;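 active = inhibition above the plate cutoff, the mean of all test compounds on that plate plus 3 SD, cut at about 35% in these data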;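 note: 0% = DMSO alone and 100% = 100 µM mitoxantrone as full dye displacement; higher means more dye released from RNA so lower well fluorescence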
ABHD4 inh – ABHD4 (mouse) inhibition, primary FP screen; purified mABHD4, FP-Rh probe fluorescence polarization; AID 720543; inhibition, % at 8.92 µM; 0.54% of 370,000 active; Q8VD66;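 active = inhibition exceeding the mean over every tested compound plus 3 SD, cut at about 30% in these data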;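 note: 0% = plate median of compound wells and 100% = S159A mutant with DMSO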
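Assay system: Wild-type mouse ABHD4 protein | Medium: HEPES pH 7.0 buffer, 150 mM NaCl, 0.01% Pluronic F-127 | Incubation: Enzyme–compound pre-incubation 45 min, then probe 60 min, both 25 °C | Technique: Fluorescence polarization with parallel and perpendicular emission, 525/598 nm | Evaluation: % inhibition of FP-Rh probe binding versus controls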
* hit, by the source's call; . = not tested or not shown.

SMILES	PRMT1 inh	SIAE inh	TDP2 inh	GC-B act	LEDGF integ inh	HTRA1 inh	TCR CD3 inh	MBD2 DNA inh	rCAG RNA binder	ABHD4 inh
CCCCOc1ccc(C(=O)N/C(=C/C=C/c2ccccc2)C(=O)O)cc1	5	-3	-9	0	-3	-18	2	10	56*	-10
CCOC(=O)CSc1nc(N2CCOCC2)c2c(c1C#N)CC(C(C)C)OC2 (centres undefined)	17	12	-18	-1	-2	-18	-3	4	-6	-1
Cc1ccc(N(C)S(=O)(=O)c2ccc(-c3cc(C)no3)s2)cc1	0	-12	-15	-4	0	-31	-7	-3	4	-20
CCOC(=O)CSc1nnc2n(C3CCCCC3)c(=O)c3c4c(sc3n12)CCCC4	0	3	-9	6	2	-3	4	2	-1	0
Cc1c(C(=O)N(C)Cc2ccc(F)cc2)sc(=O)n1Cc1ccc(Cl)c(Cl)c1	0	10	-1	-17	0	.	-2	-1	0	2
COc1cc2cnc(-c3cccnc3)cc2cc1OC	-4	-1	2	1	1	-1	3	5	-2	0
COCCN(C(=O)COC(=O)c1ccco1)c1c(N)n(Cc2ccccc2)c(=O)[nH]c1=O	2	-3	2	-1	-8	-1	-4	-2	-3	6
CCCCN1C(=N)N([C@@H](C)CN2CCC[C@H]2CN2C(N)=NC[C@@H]2Cc2ccccc2)C[C@H]1[C@H](C)CC	1	6	-5	1	4	-2	3	-1	14	4
COc1ccc2nc(NCc3ccccc3)[nH]c2c1	0	-2	-12	-10	-1	1	3	-1	6	-1
Cc1ccc(S(=O)(=O)NC(CC(C)C)C(=O)Nc2nccs2)cc1 (centres undefined)	-4	0	10	-12	3	10	1	3	-2	-3
COc1ccc(CNC(=O)COC(=O)[C@H](Cc2ccccc2)NC(=O)c2cccs2)cc1	4	-6	8	-9	-1	-8	-3	3	0	-21
O=C(c1ccc2[nH]ccc2c1)N1CCCC(Nc2ccccc2)C1 (centres undefined)	-3	11	12	-2	2	7	4	1	-7	2
O=S(=O)(NCC1CCN(c2ccc(S(=O)(=O)N3CCOCC3)cc2)CC1)c1ccc(F)cc1	4	-1	9	0	1	-7	2	-6	6	4
O=C(O)C1CCCCN1C(=O)c1cc2c(s1)CCCCC2 (centres undefined)	-2	5	-17	3	1	-1	2	-3	6	5
CC1=NOC(=O)/C1=C\c1ccc(-c2ccc(Br)cc2C(=O)O)o1	9	13	0	1	4	4	-1	-5	7	10
CC(C)(C)C1CCC(=O)N2CCC[C@]2(c2ccccc2)C1 (some centres undefined)	0	-8	3	0	0	.	6	0	-2	0
Cc1ccn(CCC(=O)N2c3ccccc3CC2C)n1 (centres undefined)	-2	3	15	2	2	1	3	-1	0	-1
COc1cccc(NC(=O)C2CCCN(c3ncnc4c3nc3n4CCCCC3)C2)c1 (centres undefined)	0	-3	-12	1	0	-12	6	1	-2	-4
COc1ccc(C(=O)NCC2(c3ccccc3)CCCC2)c(OC)c1	1	-8	3	-1	-3	-34	-4	-1	-8	-1
COc1ccccc1C(NC(=O)C1CCN(CCOc2ccc(Cl)cc2Cl)CC1)c1ccccn1 (centres undefined)	-6	6	-2	-4	6	.	-2	-8	1	0
CCOc1ncccc1C(=O)N(C)CC(=O)Nc1ccccc1SC	3	-9	-1	-3	-3	-2	3	3	-5	6
COC(=O)c1ccc([N+](=O)[O-])cc1N1C(=O)C2C3CCC(C3)C2C1=O (centres undefined)	0	-1	-7	-3	-1	4	2	-4	-1	-5
COC(=O)C1Sc2[nH]c(=O)sc2C(c2ccc(Cl)cc2)C1C(=O)OC (centres undefined)	2	-1	0	-19	3	-7	-1	0	12	6
S=c1[nH]cnc2scc(-c3ccc(Cl)cc3)c12	-1	7	4	-2	1	.	5	3	6	6
CNc1nc2cc([N+](=O)[O-])c([N+](=O)[O-])cc2nc1NC	-1	0	3	4	-1	3	7	0	8	7

Further compounds.
SMILES	PRMT1 inh	SIAE inh	TDP2 inh	GC-B act	LEDGF integ inh	HTRA1 inh	TCR CD3 inh	MBD2 DNA inh	rCAG RNA binder	ABHD4 inh
COc1cccc(N2C(=O)CC(N3CCN(C(=O)c4ccco4)CC3)C2=O)c1 (centres undefined)	0	0	9	-1	1	5	4	3	-4	1
COc1ccc(C(=O)N[C@H](C(=O)NCCCn2nc(C)cc2C)C(C)C)cc1	3	3	7	-1	-4	0	-4	0	-3	10
CCN1CCN(c2cc(=O)n(-c3cc(Cl)ccc3C)c(=O)[nH]2)CC1	16	4	-2	-1	3	2	3	1	-7	0
CC1CCN(S(=O)(=O)c2cccc(C(=O)Nc3ccccc3)c2)CC1	2	-1	-6	3	-1	-34	12	-9	-1	-7
CCn1nc(C(=O)NNC(=O)C(Cc2ccccc2)NC(N)=O)c2ccccc2c1=O (centres undefined)	-5	-3	3	-3	0	7	4	7	1	-3
COc1cccc(C2CC(c3cccs3)Nc3ncnn32)c1 (centres undefined)	-3	-2	7	-6	0	-2	-1	0	-1	3
COc1ccc2nc(C)c3c(c2c1)OC(C(C)(Cl)Br)C3 (centres undefined)	-5	4	10	-11	2	-7	3	-2	-2	-5
CCN(CC)S(=O)(=O)c1cccc(C(=O)NC2CCCCC2)c1	-3	13	-3	1	-1	-4	10	-2	-4	1
Cc1cc(N(C)C)cc(C)c1N=Nc1cc[n+]([O-])cc1	-1	5	1	-13	-2	5	4	-23	3	3
Nc1ncnc2c1ncn2[C@@H]1O[C@H](CN=C2NS(=O)(=O)c3ccccc32)[C@@H](O)[C@H]1O	3	-4	-2	0	0	-5	1	2	2	1
CCc1n[nH]c(=S)n1/N=C/c1ccc(-c2ccc(Br)cc2)o1	1	9	-5	-8	1	-10	-1	-3	13	-1
O=S(=O)(NNc1nccc(C(F)(F)F)n1)c1cccc(Cl)c1Cl	12	1	-8	6	1	16	4	5	-2	-3
O=C(Cn1ccc2ccccc2c1=O)NCCC(=O)Nc1ccc(F)cc1F	-2	3	8	1	-3	-4	-5	0	-2	0
CCOC(=O)c1cnc2ccccc2c1Nc1cccc(C(=O)O)c1	3	3	-8	-5	0	-1	-2	3	0	-4
O=C(N/N=C/c1cccs1)c1cccc(NC(=O)c2ccc(Cl)cc2)c1	0	-14	-5	5	1	.	-5	8	10	1
Cc1noc(C)c1CSCC(=O)NC1=NCCS1	6	3	-8	0	3	-1	3	2	2	5
CCOC(=O)C1CCCN(C(=O)c2cc3cc(OC)c(OC)cc3[nH]2)C1 (centres undefined)	1	-6	-7	-1	-3	-6	1	1	-6	-2
Cc1nc(NC(=O)c2ccc3c(c2)OCO3)ccc1Br	-5	-4	7	-1	2	-17	-2	2	-2	-3
Cc1cc(NC(=O)c2ccc3nc(C)sc3c2)no1	31*	-1	-21	-1	-2	8	-7	4	-1	-10
O=C(c1cc2nc(-c3ccccc3)cc(C(F)(F)F)n2n1)N1CCN2CCCC2C1 (centres undefined)	0	-9	-17	11	4	-9	5	-3	-6	-2
O=C(CCNC(=O)c1ccccc1Cl)Nc1cc(C(F)(F)F)ccc1Cl	-2	-3	-10	3	-8	0	-1	3	-5	-2
O=C(NCCOc1ccccc1)C1CCC(=O)N(CCCN2CCCC2=O)C1 (centres undefined)	-4	6	1	-1	0	-4	3	-1	-5	3
COc1cc(C2C(C(=O)c3cc4ccccc4o3)=C(O)C(=O)N2c2cc(C)on2)cc(OC)c1OC (centres undefined)	4	1	3	-6	2	5	-7	3	27	-1
CCCn1c2ccccc2c2cnn(CC(=O)N(CC)CC)c(=O)c21	7	-4	-9	7	-3	-2	-4	9	-3	-21
O=[N+]([O-])c1ccc(OCCCCN2CCc3ccccc3C2)cc1	-1	9	3	2	2	-3	-1	3	-5	14
O=C(Nc1ccc(S(=O)(=O)N2CCOCC2)cc1)c1ccc([N+](=O)[O-])o1	0	-6	-14	-6	0	4	-4	-3	3	2
CC(C)(C)n1nc2c(c1NC(=O)Cc1ccc(F)cc1)CSC2	4	-2	-3	-1	0	-23	8	1	13	-3

A different layout for 14 compounds above:
structure | PRMT1 inh | SIAE inh | TDP2 inh | GC-B act | LEDGF integ inh | HTRA1 inh | TCR CD3 inh | MBD2 DNA inh | rCAG RNA binder | ABHD4 inh
CCOC(=O)c1cnc2ccccc2c1Nc1cccc(C(=O)O)c1 | 3 | 3 | -8 | -5 | 0 | -1 | -2 | 3 | 0 | -4
O=C(N/N=C/c1cccs1)c1cccc(NC(=O)c2ccc(Cl)cc2)c1 | 0 | -14 | -5 | 5 | 1 | . | -5 | 8 | 10 | 1
Cc1noc(C)c1CSCC(=O)NC1=NCCS1 | 6 | 3 | -8 | 0 | 3 | -1 | 3 | 2 | 2 | 5
CCOC(=O)C1CCCN(C(=O)c2cc3cc(OC)c(OC)cc3[nH]2)C1 (centres undefined) | 1 | -6 | -7 | -1 | -3 | -6 | 1 | 1 | -6 | -2
Cc1nc(NC(=O)c2ccc3c(c2)OCO3)ccc1Br | -5 | -4 | 7 | -1 | 2 | -17 | -2 | 2 | -2 | -3
Cc1cc(NC(=O)c2ccc3nc(C)sc3c2)no1 | 31* | -1 | -21 | -1 | -2 | 8 | -7 | 4 | -1 | -10
O=C(c1cc2nc(-c3ccccc3)cc(C(F)(F)F)n2n1)N1CCN2CCCC2C1 (centres undefined) | 0 | -9 | -17 | 11 | 4 | -9 | 5 | -3 | -6 | -2
O=C(CCNC(=O)c1ccccc1Cl)Nc1cc(C(F)(F)F)ccc1Cl | -2 | -3 | -10 | 3 | -8 | 0 | -1 | 3 | -5 | -2
O=C(NCCOc1ccccc1)C1CCC(=O)N(CCCN2CCCC2=O)C1 (centres undefined) | -4 | 6 | 1 | -1 | 0 | -4 | 3 | -1 | -5 | 3
COc1cc(C2C(C(=O)c3cc4ccccc4o3)=C(O)C(=O)N2c2cc(C)on2)cc(OC)c1OC (centres undefined) | 4 | 1 | 3 | -6 | 2 | 5 | -7 | 3 | 27 | -1
CCCn1c2ccccc2c2cnn(CC(=O)N(CC)CC)c(=O)c21 | 7 | -4 | -9 | 7 | -3 | -2 | -4 | 9 | -3 | -21
O=[N+]([O-])c1ccc(OCCCCN2CCc3ccccc3C2)cc1 | -1 | 9 | 3 | 2 | 2 | -3 | -1 | 3 | -5 | 14
O=C(Nc1ccc(S(=O)(=O)N2CCOCC2)cc1)c1ccc([N+](=O)[O-])o1 | 0 | -6 | -14 | -6 | 0 | 4 | -4 | -3 | 3 | 2
CC(C)(C)n1nc2c(c1NC(=O)Cc1ccc(F)cc1)CSC2 | 4 | -2 | -3 | -1 | 0 | -23 | 8 | 1 | 13 | -3

From PubChem BioAssay

This is a subset. The share of hits here may be higher or lower than overall.
